# CF NFkB inh: blocks PAF-induced NF-kB reporter in cystic fibrosis cells. inhibition, % at 5 µM. 0.86% of 360,000 active. KKLEB NF-kB-GFP reporter, GFP fluorescence overnight;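 active = at least 50% inhibition at 5 µM, scaled per plate between neutral and stimulator controls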;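 note: PAF is a Pseudomonas aeruginosa culture filtrate used as stimulus; plate controls were PAF-stimulated DMSO wells for no effect and unstimulated DMSO wells for full effect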
# HIF-2a block: HIF-2a inhibition | inhibition, % at 18.8 µM | AID 624352 | 0.72% of 360,000 active | 786-0 RCC cells HIF-2a reporter, luciferase luminescence, overnight;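 active = inhibition of the luminescence signal of 40% or more relative to plate controls, in a single-dose primary screen at 18.75 µM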
# NR2E3 ag-1: human photoreceptor-specific nuclear receptor agonism; 0.35% of 360,000 active; AID 602229; Q9Y5X4; CHO-S Gal4-NCOR/VP16-NR2E3 two-hybrid, luciferase; inhibition of corepressor binding, % at 3.98 µM;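 active = inhibition above the mean of all tested compounds plus 3 SD, cut at about 70% in these data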;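 note: 0% = DMSO with NR2E3 transfected cells and 100% = cells lacking NR2E3 construct; higher means lower luciferase signal from less NR2E3 corepressor binding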
# Target sequence (Q9Y5X4 whole entry, looked up, the tested form may be a part): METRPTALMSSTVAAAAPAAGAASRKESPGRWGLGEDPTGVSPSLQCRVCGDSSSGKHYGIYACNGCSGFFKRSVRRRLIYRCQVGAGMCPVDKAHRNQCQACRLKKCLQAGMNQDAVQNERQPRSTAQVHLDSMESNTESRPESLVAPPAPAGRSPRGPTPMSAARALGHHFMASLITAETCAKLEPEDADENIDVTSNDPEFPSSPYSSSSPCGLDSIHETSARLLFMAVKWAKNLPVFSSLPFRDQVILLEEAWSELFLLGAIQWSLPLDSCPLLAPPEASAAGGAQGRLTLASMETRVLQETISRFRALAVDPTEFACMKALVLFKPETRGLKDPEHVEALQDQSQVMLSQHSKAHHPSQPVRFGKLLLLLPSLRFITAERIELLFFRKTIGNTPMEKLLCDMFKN
# NR2E3 ag-2: agonists of human nuclear receptor NR2E3; GST-NR2E3/biotin-RetCOR TR-FRET, 1536-well; inhibition of corepressor binding, % at 4.78 µM; Q9Y5X4; AID 2300; 0.12% of 320,000 active;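 active = percent inhibition above the cutoff of mean plus 3 SD of all tested compounds, set per screening campaign, cut at about 20% in these data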;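 note: 0% = DMSO wells and 100% = biotin wells as full block of FRET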
#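 Material: NR2E3–RetCOR corepressor complex / Amount: 1.35 nM GST-NR2E3 / Medium: Tris pH 7.5 / Compound: single nominal compound dose of 4.8 µM / Incubation: 5 h at 4 °C / Technique: TR-FRET, Eu(K)-anti-GST donor, streptavidin-D2 acceptor, ex 340, em 617/671 nm / Read-out basis: percent loss of FRET ratio relative to control wells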
# PDI turbidity: blocks human protein disulfide isomerase activity. 0.052% of 350,000 active. AID 588391. inhibition, % at 10 µM. PDI insulin aggregation turbidity, A650, 90 min. P07237;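 active = mean inhibition across replicates of 30% or more, whatever share of single replicates reach that level; inconclusive = mean inhibition below 30% while every single replicate reaches 30%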;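 note: absorbance from insulin aggregation driven by PDI reduction with DTT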
# Target sequence (P07237 whole entry, looked up): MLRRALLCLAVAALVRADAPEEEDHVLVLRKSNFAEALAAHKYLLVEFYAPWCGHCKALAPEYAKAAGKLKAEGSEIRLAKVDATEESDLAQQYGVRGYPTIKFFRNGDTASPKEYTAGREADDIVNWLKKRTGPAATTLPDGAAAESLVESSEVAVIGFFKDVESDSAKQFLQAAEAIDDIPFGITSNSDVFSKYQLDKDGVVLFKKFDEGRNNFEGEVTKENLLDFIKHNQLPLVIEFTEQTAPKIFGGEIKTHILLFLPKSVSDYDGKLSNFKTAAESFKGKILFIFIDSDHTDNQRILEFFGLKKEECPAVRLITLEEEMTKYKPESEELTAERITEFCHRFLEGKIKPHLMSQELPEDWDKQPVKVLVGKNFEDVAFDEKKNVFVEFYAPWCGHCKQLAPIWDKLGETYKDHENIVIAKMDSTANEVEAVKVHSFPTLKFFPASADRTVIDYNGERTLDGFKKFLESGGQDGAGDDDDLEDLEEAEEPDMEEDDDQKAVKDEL
# Vif inh: inhibitors of HIV Vif; HEK293T cells, Vif self-association by quenched fluorescence, imaging, 24 h; inhibition, % at 7.49 µM; 0.35% of 340,000 active; AID 602346; in the data active = inhibition above about 50%, passing the limit was not always enough; inconclusive = no clear call, values can overlap the other calls; inactive = below about 31%; note: some results filed as inactive read as strong as hits
# MITF TRPM1 inh: inhibitors of MITF-driven TRPM1 promoter in melanoma cells; SK-MEL-5 TRPM1 promoter luciferase, 24 h; inhibition, % at 12.5 µM; 0.83% of 330,000 active;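 active = mean inhibition across replicates of 60% or more, whatever share of single replicates reaches that level; inconclusive = some that reach 60%, reason not given; inactive = mean inhibition across replicates below 60%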; note: values of inactives mirror those of a sister screen read the other way
# Peg3 prom inh: reduces Peg3 promoter-driven luciferase expression in HeLa; HeLa PEG-Prom luciferase reporter, luminescence, overnight; inhibition, % at 20 µM; 1.7% of 360,000 active; AID 588405;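 active = inhibition of at least 50% at 20 µM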
# KKLEB tox: reduces viability of KKLEB cystic fibrosis airway cells; 0.36% of 360,000 active; KKLEB CF airway cells viability, ATPlite luminescence, overnight; hits give low values; cells stimulated with P. aeruginosa culture filtrate; activity change (cytotoxicity), % at 5 µM; AID 602141;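 active = corrected activity change at or below -50% at 5 µM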
# CaV13 FRET inh: Primary screen for inhibitors of IQ motif and Ca2+-dependent inactivation inhibitor domain binding in CACNA1D, Förster resonance energy transfer in living cells, …. HEK cells, CFP/YFP FRET ICDI-IQ, plate reader, 10 min; percent FRET-ratio fall versus neutral wells. inhibition, % at 12.3 µM. 0.098% of 340,000 active. AID 743397;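 active = mean replicate inhibition of at least 30% and at least 1% of replicates passing that level; inconclusive = only one of the two criteria is met; inactive = neither criterion is met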;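 note: 0% = median of the neutral control wells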
# Shn3 3UTR inh: inhibitors of Schnurri-3 3'UTR reporter in osteoblasts. Clone20 osteoblast Shn3 3'UTR firefly luciferase, 24 h. 0.52% of 360,000 active. inhibition, % at 12.5 µM;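 active = mean inhibition of at least 75% with every replicate also reaching 75%; inconclusive = mean inhibition at least 75% but some replicate below; inactive = mean inhibition below 75%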;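 note: 0% = median of neutral control wells and 100% = pilot-screen positive control compound; some compounds past the cut are filed as inactive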
# The depositor's hits bear a star; u = inconclusive; x = no result given.
smiles	CF NFkB inh	HIF-2a block	NR2E3 ag-1	NR2E3 ag-2	PDI turbidity	Vif inh	MITF TRPM1 inh	Peg3 prom inh	KKLEB tox	CaV13 FRET inh	Shn3 3UTR inh
Cc1ccc(C)c(N2CCN(C(=O)Cc3cn(C)c4ccccc34)CC2)c1	14	10	2	0	-3	-11	0	20	-10	x	8
CSCCC(NC(=O)c1ccccc1Br)C(=O)NNC(=O)C1COc2ccccc2O1 (stereo unspecified)	-13	19	3	x	4	u	7	-11	4	-6	-4
COC(=O)C1=C(C)N(c2cccc(OC)c2)C(=O)/C1=C\c1ccco1	-1	16	11	3	-7	-2	-9	-2	-2	-5	-1
N#CCc1nc2ccc(S(=O)(=O)N3CCOCC3)cc2s1	-27	-5	3	-3	-8	-4	-12	-16	20	-4	9
Cc1cccc(Nc2c(F)c(F)c(F)c(F)c2C(=O)O)c1	-5	14	-19	2	-1	1	3	11	-3	-13	9
COc1ccc2c(c1OC)C(=O)N(c1ccc(F)cc1)C2	-14	-306	-76	2	9	8	-69	-212	4	-21	-90
Cc1cc(/C=C(/C#N)c2nc3ccccc3[nH]2)c(C)n1-c1cccc([N+](=O)[O-])c1	0	-109	-35	-1	-2	3	-8	-68	-6	-2	11
CC(=O)c1cccc(NC(=O)CN2C(=O)C(=O)N(Cc3ccco3)C2=O)c1	-1	5	-4	2	-4	7	-5	13	-2	-6	-11
NC(=O)CSc1nnc(-c2ccc([N+](=O)[O-])cc2)o1	-23	-61	-5	1	2	-2	-21	-45	10	-7	5
COCCNc1ncnc2c1ncn2[C@H]1CN(Cc2ccccc2)C[C@@H](CO)O1	5	5	-41	x	-2	-2	x	-6	3	-10	9
C/C(=N/NC(=O)c1ccc(Br)s1)c1cccnc1	-38	-125	-70	x	4	-12	-31	-123	10	x	-29
COc1ccc(C(=O)O)cc1S(=O)(=O)N(C)CCc1ccccn1	1	16	8	0	2	16	4	-4	3	-2	-15
O=C(Cn1cnc2ccccc21)N/N=C/c1cccc([N+](=O)[O-])c1	1	7	-22	0	-2	-7	5	12	22	-2	-2
CCC(C)NC(=O)c1nn(Cc2ccccc2)c(=O)c2ccccc12 (stereo unspecified)	-4	13	-32	4	2	-3	-2	16	6	-4	0
O=C(Nc1ccccc1)Oc1ccccc1N1CCOCC1	0	-19	-24	-5	-1	-2	5	-6	-1	-1	3
COC(=O)c1cc(OC)c(OC)c(OC)c1N	9	17	6	1	-9	7	-5	17	5	-5	-6
COCC(C)NC(=O)c1noc2c1CCc1cc(OC)ccc1-2 (stereo unspecified)	1	-222	-78	-1	-2	-6	-26	-240	6	-3	-33
CCOC(=O)c1c(C)n(-c2ccccc2)c2ccc(O)c(CN(C)C)c12	22	17	-15	4	-16	-4	-19	9	-8	-1	-10
CC(C)CNC(=O)C(=O)NCC1OCCCN1S(=O)(=O)c1cccs1 (stereo unspecified)	17	11	-23	-1	-5	1	-2	-9	-4	x	9
CCCn1c2ccccc2c2nnc(SCCN3CCOCC3)nc21	-16	5	-45	-2	-6	9	9	11	-7	-1	-1
COc1ccc(-c2oc3cc(OC)c(O)c(OC)c3c(=O)c2OC)cc1O	34	-68	15	4	x	2	x	41	-29	x	2
CCOCC(=O)Nc1nc2ccc(C)cc2s1	23	-229	-97	2	-2	22	-76	-282	-9	x	-57
CC(C)c1cc(C(=O)N/N=C/C=C/c2ccccc2)n[nH]1	-44	-29	-22	0	4	6	-6	-11	8	-3	5
C=CCn1c(NC(=O)c2ccccc2Cl)c(C#N)c2nc3ccccc3nc21	12	16	7	38*	5	-13	12	25	2	9	8
CCCCN(C=O)c1c(CC)nc2c(OCCC)cccn12	-6	10	17	x	1	-3	x	6	9	-4	6
Cc1ccc(C)c(NC(=O)/C(C#N)=C/c2ccc[nH]2)c1	18	-21	12	1	4	-5	10	-26	-24	-3	-15
O=C1c2ccccc2C(=O)C1c1ccc(Cl)cc1	-10	16	-28	0	11	4	-9	9	-8	-2	4
Cn1nnnc1SCC(=O)Nc1nc(-c2ccccc2)c(-c2ccccc2)o1	-13	16	13	3	-17	-2	-2	12	-5	-1	8
CCc1nnc(N/N=C\c2ccc(OC(C)=O)c(OC)c2)n1N	5	19	11	-1	5	10	12	-2	8	-5	14
CCOc1ccc(C(=O)NC(=S)NC2CCCC2)cc1[N+](=O)[O-]	5	13	-25	-1	5	-7	3	6	-13	-20	16
Cc1c(C(=O)N/N=C/c2ccc(O)c(Br)c2)sc(N)c1C#N	21	-6	19	1	5	4	-14	-25	26	-4	-50
CCOC(=O)C1CCCN(c2nc3ccccc3nc2C(C#N)C(=O)NCc2ccccc2)C1 (stereo unspecified)	6	22	-13	1	9	1	12	30	1	-7	16
O=C(Cn1ncc2c(=O)oc3ccccc3c21)NCCc1ccsc1	12	17	-30	1	x	-1	-3	7	-2	-7	2
CCOC(=O)c1c(NC(=O)C2=COCCO2)sc2c1CCN(C(=O)OC)C2	1	-16	4	0	4	0	-7	12	-12	-5	26
CCCCn1c(SCC(=O)c2ccc(OC)cc2OC)nc2cc(S(N)(=O)=O)ccc21	10	-18	-56	0	10	-5	5	-10	0	0	-1
CCNC(=O)c1sc(-c2ccccc2)nc1C	-2	-135	-23	-4	0	-12	-27	-84	-1	-6	-82
Cc1ccc(C(=O)Nc2cc3c(cc2N2CCCCC2)n(C)c(=O)n3C)cc1	-2	5	20	-3	19	-8	-8	16	9	x	-2
O=C(NC(=S)NN1CCCCC1c1cccnc1)c1ccc(Cl)cc1Cl (stereo unspecified)	12	4	-5	-6	6	2	1	-4	-10	-21	2
CC(C)(C)N1C(=O)c2ccc(C(=O)Nc3ccc(-c4nc5ccccc5[nH]4)cc3)cc2C1=O	-2	-8	-1	4	8	2	-6	82*	2	-11	-21
CCc1cc2cc(OC)ccc2nc1SCC(=O)NNC(=O)c1ccco1	2	16	17	0	0	18	3	10	-2	-20	10
CCNC(=S)N1CCN(S(=O)(=O)c2ccccc2C(F)(F)F)CC1	0	17	-10	-1	1	-2	-2	15	3	-6	1
CCN(CC)CCN1C(=O)C(=O)/C(=C(/O)c2c(C)[nH]c(C(=O)OC)c2C)C1c1ccc(C)o1 (stereo unspecified)	-2	17	-11	0	-11	0	15	13	3	0	5
O=C1CC(c2ccccc2)n2nc(NC(=O)c3ccccc3)nc2N1 (stereo unspecified)	2	2	-21	-2	-4	-2	2	5	-10	-3	6
Cc1ccc(S(=O)(=O)N[C@H](C(=O)Oc2ccc3c(C(F)(F)F)cc(=O)oc3c2)c2ccccc2)cc1	15	1	14	1	18	7	-1	-4	-6	x	-10
CC(C)=C(c1ccc(Cl)cc1)c1c(N)ncnc1N	-63	5	-24	x	-4	-7	x	8	13	-8	-14
COc1cc(-c2nnc(-c3cccs3)o2)cc(OC)c1OC	-8	-58	-30	1	0	10	-1	-46	0	x	-4
CC(=O)c1c(C)[nH]c(C(=O)OCC(=O)Nc2cc(C(F)(F)F)ccc2N2CCOCC2)c1C	4	19	14	0	4	-14	9	27	-14	x	25
CCN(CC)CCNC(=O)c1ccc(NC(=O)Nc2cccc3ccccc23)cc1	-2	20	-1	3	-4	17	9	-4	-2	-5	-8
COc1ccccc1N(CC(=O)Nc1ccc2c(c1)OCCO2)S(C)(=O)=O	-20	14	-9	0	7	10	-2	5	9	-1	16
COc1ccc(Cc2noc(CN(C)CCN3CCc4ccccc4C3)n2)cc1OC	7	6	15	0	1	-2	10	5	-3	-3	13

# More records:
smiles	CF NFkB inh	HIF-2a block	NR2E3 ag-1	NR2E3 ag-2	PDI turbidity	Vif inh	MITF TRPM1 inh	Peg3 prom inh	KKLEB tox	CaV13 FRET inh	Shn3 3UTR inh
Cc1ccc(S(=O)(=O)N2CCN=C2SCc2c(F)cccc2Cl)cc1	23	12	-2	2	1	22	16	19	-11	-2	12
CC(=O)c1oc2ccccc2c1NC(=O)COC(=O)c1ccc(-n2nc(C)cc2C)cc1	-1	6	-27	-2	-9	9	6	21	-2	-3	28
COc1ccc2sc(N(CCN(C)C)C(=O)c3cc(Cl)sc3Cl)nc2c1	-21	-5	-15	1	-3	18	-9	-25	15	-2	1
CCCOc1ccc(C(=O)OCC(=O)c2c(N)n(C)c(=O)n(C)c2=O)cc1OC	10	17	-5	0	-7	3	-8	-6	-5	-3	4
COc1cc(OC)c(NC(=O)CC(C)=O)cc1Cl	-7	24	-8	-1	-6	2	-18	-5	-5	-5	-46
c1cc(CNc2ccc3c(c2)OCO3)ccn1	-5	-50	-33	3	-19	3	-9	-22	-2	-5	-13
Cc1cc(NC(=O)COC(=O)COc2ccc(C(=O)c3ccccc3)cc2)no1	-12	14	-18	-1	3	10	6	8	2	-1	-14
Cc1noc(C)c1S(=O)(=O)N(CC(=O)N1CCCC1)c1ccc(C(C)C)cc1	-12	-10	6	3	-5	-7	3	11	2	-2	-9
CCn1cc(Cl)c(C(=O)Nc2cccc(C(F)(F)F)c2)n1	9	-183	-20	-1	9	-2	-42	-82	-11	-7	-20
CCOC(=O)c1ccc(Oc2cn[nH]c2-c2ccc(O)cc2O)cc1	20	11	12	-2	2	-7	16	-12	7	-3	33
CCOc1ccc(S(=O)(=O)Nc2ccccc2C(=O)NCC2CCCO2)cc1 (stereo unspecified)	11	25	5	-2	5	0	-1	18	2	-6	1
O=C(CN1CCN(c2ccc(F)cc2)CC1)N1CCC(Cc2ccccc2)CC1	9	1	9	0	-2	-6	0	24	5	-7	0
O=C(/C=C/c1ccco1)NC(=S)Nc1ccccc1N1CCCC1	-19	13	-6	2	-7	-3	15	26	4	-5	11
Cc1ccc(C(=O)NCc2ccccn2)cc1NC1=NC2CS(=O)(=O)CC2S1 (stereo unspecified)	1	4	-50	3	x	0	x	-4	2	-5	-12
Cc1ccc(NC2c3ccccc3C(=O)N2CCN2CCOCC2)cc1 (stereo unspecified)	-5	-6	14	3	x	19	x	5	1	-7	15
O=C(Oc1ccc2c(c1)C(=O)c1ccccc1CO2)c1ccccc1	-8	-82	-19	-2	4	36	-11	-81	11	-4	-10
O=C(CSc1nnc(-c2ccco2)o1)c1ccc[nH]1	6	-127	-77	1	-5	10	-37	-173	8	-4	-41
O=C(O)CSCc1nc2scc(-c3ccccc3)c2c(=O)[nH]1	-21	16	-10	0	-1	4	-2	1	20	x	-12

# Screening data: PubChem BioAssay, several laboratories
